From PubChem BioAssay
FXN GAA850 act: FXN promoter activators, primary screen, cell-based, luciferase luminescence, HEK293 lucGAA850; HEK293 lucGAA850 FXN promoter luciferase reporter, 24 h; percent of 10 µM SAHA response; activation, % at 6 µM; hit rate 0.56% among 360,000;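 active = activation above the average of all compounds screened plus 3 SD, cutoff fixed separately per campaign, cut at about 7.5% in these data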;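 also: 0% = DMSO wells and 100% = 10 µM SAHA wells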
PLC-beta3 inh: human PLC-beta3 inhibitors, primary screen, biochemical, fluorescence | 1-phosphatidylinositol 4,5-bisphosphate phosphodiesterase beta-3 (Homo sapiens), Q01970 | inhibition, % at 12.2 µM | hit rate 0.18% among 370,000 | Purified PLC-beta3, fluorogenic substrate; in the data active = inhibition above about 11%;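 also: 0% = median of compound wells on plate and 100% = full blocker control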
Target sequence (Q01970 whole entry, looked up): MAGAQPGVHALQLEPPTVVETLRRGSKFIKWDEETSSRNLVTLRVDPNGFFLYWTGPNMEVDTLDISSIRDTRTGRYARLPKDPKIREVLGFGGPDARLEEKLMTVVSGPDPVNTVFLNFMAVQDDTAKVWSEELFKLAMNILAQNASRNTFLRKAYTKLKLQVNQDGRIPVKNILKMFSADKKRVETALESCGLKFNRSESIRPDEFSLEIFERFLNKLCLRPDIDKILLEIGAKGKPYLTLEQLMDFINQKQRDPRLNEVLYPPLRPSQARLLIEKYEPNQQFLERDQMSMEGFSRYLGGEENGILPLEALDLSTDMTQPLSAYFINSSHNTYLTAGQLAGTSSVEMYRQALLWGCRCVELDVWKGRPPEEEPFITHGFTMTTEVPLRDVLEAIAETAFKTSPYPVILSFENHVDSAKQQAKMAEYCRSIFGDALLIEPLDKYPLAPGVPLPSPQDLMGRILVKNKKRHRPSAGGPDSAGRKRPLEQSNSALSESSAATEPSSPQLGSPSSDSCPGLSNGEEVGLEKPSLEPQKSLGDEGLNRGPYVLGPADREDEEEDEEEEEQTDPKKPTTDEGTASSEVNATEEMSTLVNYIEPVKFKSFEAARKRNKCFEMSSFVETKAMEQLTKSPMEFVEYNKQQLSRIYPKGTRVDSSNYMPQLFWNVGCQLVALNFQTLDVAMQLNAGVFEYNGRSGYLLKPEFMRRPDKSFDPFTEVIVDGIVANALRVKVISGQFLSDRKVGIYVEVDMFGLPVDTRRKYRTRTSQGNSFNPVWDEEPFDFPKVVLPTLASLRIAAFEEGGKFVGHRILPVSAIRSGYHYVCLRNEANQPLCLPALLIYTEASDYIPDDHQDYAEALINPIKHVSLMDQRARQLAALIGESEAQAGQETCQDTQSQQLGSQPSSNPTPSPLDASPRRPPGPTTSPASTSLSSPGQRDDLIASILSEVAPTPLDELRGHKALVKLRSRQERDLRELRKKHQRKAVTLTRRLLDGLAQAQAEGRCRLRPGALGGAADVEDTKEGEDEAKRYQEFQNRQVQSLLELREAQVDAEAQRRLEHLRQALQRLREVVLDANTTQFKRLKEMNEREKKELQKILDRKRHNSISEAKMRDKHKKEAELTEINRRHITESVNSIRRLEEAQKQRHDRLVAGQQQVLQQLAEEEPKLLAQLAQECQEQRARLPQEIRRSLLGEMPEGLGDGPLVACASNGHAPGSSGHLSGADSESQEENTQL
SMARCA2 act: SMARCA2 (BRM) function activators, primary screen, cell-based, luminescence, high throughput; MG213 cells, MMTV-luciferase reporter, dexamethasone, overnight; activation, % at 9.1 µM; hit rate 1% among 370,000; in the data active = activation above about 7.8%;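 also: 0% = vehicle wells and 100% = reference activator wells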
hcDAF12 agonist: H. contortus DAF-12 nuclear receptor activators, primary screen, cell-based, luminescence, HEK293, lit1-tk-luc reporter. HEK293 hcDAF-12 lit1-tk-luc reporter; 0% DMSO, 100% Δ7-dafachronic acid. activation, % at 6.8 µM. hit rate 1.4% among 370,000. AID 652067, 2013;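 active = activation above the mean of all tested compounds plus 3 SD, cut at about 5.5% in these data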;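 also: 100% = response to 3 µM Δ7-dafachronic acid high control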
DAX1 inh-1: DAX1 (NR0B1) inhibitors on StAR promoter, primary screen, cell-based, luminescence, SF-1 (NR5A1), full-length DAX-1; HEK293T StAR-luciferase reporter, SF-1/DAX-1 repression relief; inhibition, % at 6.8 µM; hit rate 1.1% among 370,000; AID 652010, 2013;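 active = inhibition above the mean over all tested compounds plus 3 SD, cut at about 3.6% in these data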;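 also: 0% = DAX-1 cells with DMSO and 100% = cells lacking DAX-1 with DMSO; higher inhibition means more luminescence from relief of DAX-1 repression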
DAX1 inh-2: DAX1 (NR0B1) inhibitors, primary screen, cell-based, HEK293, Gal4-DAX1, luciferase luminescence; Nuclear receptor subfamily 0 group B member 1 (Homo sapiens), P51843; HEK293 Gal4-DAX1 luciferase reporter; inhibition, % at 6.75 µM; hit rate 0.99% among 340,000; AID 504766, 2011;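 active = inhibition above the mean over all tested compounds plus 3 SD, cut at about 4.2% in these data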;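 also: 0% = DAX1-transfected cells with DMSO and 100% = empty-vector control cells with DMSO; inhibition shows as a rise in luminescence from relieved DAX1 repression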
PG9 binder: binders of HIV-1 gp120 antibody PG9, primary screen, biochemical, TR-FRET; HIV-1 gp120 / PG9 antibody interaction; inhibition, % at 6.7 µM; hit rate 0.43% among 360,000; TR-FRET gp120-PG9 antibody binding; in the data active = inhibition above about 8.5%
sPLA2-III inh: human group III sPLA2 inhibitors, primary screen, biochemical, QFRET, BODIPY PC-A2 liposome substrate; Group 3 secretory phospholipase A2 (Homo sapiens), Q9NZ20; QFRET BODIPY PC-A2 liposome hydrolysis, fluorescence; inhibition, % at 12.2 µM; hit rate 0.56% among 370,000; AID 743126, 2013;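 active = inhibition above mean plus 3 SD of compounds lying within the high and low control bounds, cut at about 19% in these data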;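 also: 0% = median of test compound wells and 100% = no enzyme DMSO wells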
hgDAF-12 ag: H. glycines DAF-12 receptor agonists, primary screen, cell-based, luminescence, HEK293, GAL4 fusion, UAS-luciferase. Nuclear hormone receptor DAF-12 (Heterodera glycines), GAL4 fusion. HEK293 GAL4-hgDAF12 UAS-luciferase reporter, agonist luminescence; normalized to butyrate control. activation, % at 6.8 µM. hit rate 1.8% among 370,000. AID 687014, 2013;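 active = activation above a cutoff set at the mean of all screened compounds plus 3 SD, cut at about 10% in these data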;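 also: 0% = DMSO wells and 100% = sodium butyrate wells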
ssDAF12 agonist: S. stercoralis DAF-12 nuclear receptor activators, primary screen, cell-based, luminescence, HEK293, GRIP1 co-expression, lit1-tk-luc; AID 652126, 2013; hit rate 1% among 370,000; activation, % at 6.8 µM; HEK293 ssDAF-12/GRIP1 lit1-tk-luc reporter; % of 3 µM dafachronic acid response; Nuclear hormone receptor DAF-12 (Strongyloides stercoralis);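 active = activation above the mean over all tested compounds plus 3 SD, cut at about 0.9% in these data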;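 also: 0% = DMSO-only wells and 100% = 3 µM delta7-dafachronic acid wells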
NR1D1 modulator: modulators of Rev-erb alpha DNA binding, primary screen, biochemical, FITC-DNA, fluorescence polarization, uHTS. Nuclear receptor subfamily 1 group D member 1 (Homo sapiens), P20393. Rev-erbα–FITC-DNA binding, 90 min. activity, % at 10 µM. hit rate 0.79% among 370,000. AID 1259318, 2017;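 active = activity above about 14%, limit read from the data; passing the limit was not always enough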;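 also: 0% = DMSO wells with 35 nM protein and 100% = DMSO wells with 750 nM protein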
Starred values were filed as active, the others as inactive; · = not tested or not shown.

item	smiles	FXN GAA850 act	PLC-beta3 inh	SMARCA2 act	hcDAF12 agonist	DAX1 inh-1	DAX1 inh-2
1	COc1ccc(-c2cc(=O)oc(-c3cccc(C)c3)n2)cc1	-0.7	-8	0	1.2	1.7	0.0
2	Cc1ccc(CCNC(=O)CCNS(=O)(=O)c2ccc3c(c2)oc(=O)n3C)cc1	-0.7	-2	-2	0.8	-0.1	1.2
3	COc1ccc(N(CC(=O)NC2CCCCC2)C(=O)CCCC(=O)Nc2ccccn2)cc1	1.9	-3	2	-1.6	-0.1	-0.3
4	O=C(CCCC1=NS(=O)(=O)c2ccccc2N1)N1CCN(c2ccc([N+](=O)[O-])cc2)CC1	-0.7	-2	3	-0.3	-0.9	0.2
5	COc1ccc(-c2cc3nc(NCCCN(C)C)n(C)c(=O)c3s2)c(C)c1	0.8	-3	-4	-1.1	0.7	·
6	Cc1ccc(C)c(NC(=S)N2CCC(NC(=O)c3ccccc3)CC2)c1	-1.0	-4	-3	-0.1	-0.1	0.9
7	O=C(CN1C(=O)COc2ccccc21)N1CCc2ccccc2C1	2.6	1	-1	-0.3	-1.3	-0.7
8	CCOC(=O)c1ccc(S(=O)(=O)N2CCN(C/C=C/c3ccccc3)CC2)cc1	-1.9	-4	-3	0.6	-0.5	0.5
9	O=S(=O)(c1cccc(S(=O)(=O)N2CCCC2)c1)c1cccc(S(=O)(=O)N2CCCC2)c1	-0.1	1	-2	-0.5	-0.2	-0.8
10	CCn1c(CCCOc2ccc(Cl)cc2Cl)nnc1SCC(=O)Nc1cc(F)ccc1C	0.4	0	-4	1.6	-0.5	-0.8
11	Clc1ccsc1-c1ccnc(-n2cccc2)n1	3.1	-294	4	1.9	0.3	2.8
12	CCCCN(C(=O)CSc1nnnn1C)c1c(N)n(Cc2ccccc2)c(=O)[nH]c1=O	-1.6	-10	5	0.1	-0.2	-1.2

item	PG9 binder	sPLA2-III inh	hgDAF-12 ag	ssDAF12 agonist	NR1D1 modulator
1	1.5	16	0.4	-0.5	2
2	-4.1	3	-1.8	-1.7	1
3	1.7	12	-0.9	-1.1	-4
4	-0.6	-11	0.2	-1.6	-3
5	-1.4	2	0.3	-1.3	-4
6	0.1	-1	-0.9	-1.2	-3
7	-2.4	-1	-0.3	-0.7	-1
8	2.1	7	0.1	-1.3	-4
9	1.4	5	-3.4	-0.9	8
10	-1.6	-8	4.1	-0.3	-2
11	2.5	-1	0.8	-0.9	-4
12	-0.8	4	2.3	-0.7	-5

Part of the list above, screen by screen:
[7] O=C(CN1C(=O)COc2ccccc21)N1CCc2ccccc2C1
[9] O=S(=O)(c1cccc(S(=O)(=O)N2CCCC2)c1)c1cccc(S(=O)(=O)N2CCCC2)c1

Compound,7,9
FXN GAA850 act,2.6,-0.1
PLC-beta3 inh,1,1
SMARCA2 act,-1,-2
hcDAF12 agonist,-0.3,-0.5
DAX1 inh-1,-1.3,-0.2
DAX1 inh-2,-0.7,-0.8
PG9 binder,-2.4,1.4
sPLA2-III inh,-1,5
hgDAF-12 ag,-0.3,-3.4
ssDAF12 agonist,-0.7,-0.9
NR1D1 modulator,-1,8

More entries.
item	smiles	FXN GAA850 act	PLC-beta3 inh	SMARCA2 act	hcDAF12 agonist	DAX1 inh-1	DAX1 inh-2
13	COCCn1c(Cc2ccccc2)nnc1SCC(=O)NC(C)C	-0.5	6	2	0.2	-0.2	-0.6
14	O=C(NCc1ccccc1)Nc1cccc2ccccc12	1.0	-9	-4	2.9	-1.1	-0.6
15	CC1(C(=O)OCc2cc(=O)n3cc(Br)ccc3n2)CC1(Cl)Cl (stereo unspecified)	8.9*	-17	10*	1.9	3.2	0.4
16	CC(C)(C)C(=O)c1c(N)[nH]c(C(=O)c2ccccc2)c1-c1ccc(Cl)cc1Cl	·	-2	2	-0.1	-0.1	·
17	CC(C)N1CCN(Cc2cccn2-c2ccccn2)CC1CCO (stereo unspecified)	4.2	1	2	-1.0	-0.5	-0.1
18	COCCNC(=O)NC(=O)CSc1nc(C)c(C)c(C)n1	0.1	-6	-3	-0.1	-0.4	0.1
19	O=C(O)c1nc(-c2ccccc2)n(-c2ccc(Cl)cc2)n1	0.6	-4	-1	-2.0	0.3	-0.7
20	CCO[C@H]1OC(C(=O)NC2CC2)=C[C@@H](c2ccc3c(c2)OCO3)[C@@H]1CCCO	0.3	-1	2	-1.2	0.3	-1.1
21	CC(C)CCC1=NN(C(=O)c2ccco2)C(O)(C(F)(F)F)C1 (stereo unspecified)	0.8	1	-1	-0.9	0.1	2.7
22	Cc1ccc(C(=O)N/C(=C\c2ccc([N+](=O)[O-])cc2)C(=O)NCCc2ccccc2)cc1	-0.7	1	-2	1.7	-0.3	0.1
23	COc1ccc(-c2cc3nc(-c4ccccc4)cc(N4CCN(C(=O)c5ccccc5)CC4)n3n2)cc1	-1.0	-52	-3	-0.2	-3.1	-2.5
24	CC(=O)Nc1ccc(S(=O)(=O)N2CCC(C(=O)NCc3ccncc3)CC2)cc1	0.3	-1	-3	0.7	1.7	0.3

item	PG9 binder	sPLA2-III inh	hgDAF-12 ag	ssDAF12 agonist	NR1D1 modulator
13	-0.8	4	1.2	-0.8	-1
14	-1.8	3	-0.5	-0.8	-4
15	3.5	-6	11*	-0.2	7
16	-1.1	-6	0.6	-0.6	2
17	-3.4	0	-0.4	-1.6	-2
18	0.7	-2	0.9	-0.5	-4
19	0.8	11	2.3	-0.7	-2
20	-2.2	13	3.0	-0.6	0
21	0.9	-4	0.5	-0.6	-2
22	-1.4	1	-0.8	-1.2	-3
23	1.6	5	-1.1	-1.2	3
24	-0.3	10	-0.7	-1.7	-4

The listing continues.
item	smiles	FXN GAA850 act	PLC-beta3 inh	SMARCA2 act	hcDAF12 agonist	DAX1 inh-1	DAX1 inh-2
25	NC(=O)c1cnccc1C=Cc1ccccc1	-1.0	-49	-1	-0.9	-2.9	1.1
26	CCOC(=O)c1ccc(NC(=O)Nc2ccc(F)cc2)cc1	0.0	-4	-1	-1.3	-0.3	1.5
27	Cc1cc(C)c2c(=O)[nH]c(SCC(=O)Nc3ccccc3)nc2n1	3.6	-1	-1	1.0	-0.2	-1.0
28	CC1CCCC(C)N1/N=C/c1ccccc1Br (stereo unspecified)	2.7	-6	-4	-1.6	0.1	0.0
29	CCNC(=O)C1(C)CCN(C(=O)c2cc(OC)c(OC)c(OC)c2)C1 (stereo unspecified)	-0.3	1	-2	-0.5	-0.5	·
30	CCC(=O)Nc1cccc(NC(=S)NC(=O)c2cccc(C)c2)c1	2.3	-2	2	0.8	1.1	0.6
31	CNC(=O)c1cc(C(=O)c2ccc(Cl)cc2)c(Br)[nH]1	-0.8	-3	0	-1.8	0.1	-0.1
32	Cc1ccc(NC(=O)c2cc(N3C(=O)CCC3=O)ccc2N2CCOCC2)cc1	-1.2	1	-5	0.2	-0.1	1.1
33	Cc1cccc(C)c1NC(=O)C(C)n1c(-c2ccc(=O)[nH]c2)nc2ccccc21 (stereo unspecified)	·	-28	0	1.8	0.8	·
34	COc1ccc(OCC(=O)N/N=c2\oc3c(OC)cccc3cc2C(N)=O)cc1	1.8	-1	-2	-1.3	-0.2	1.3
35	O=C(CCCn1c(=O)[nH]c2cc(Cl)ccc2c1=O)NCC1CCCO1 (stereo unspecified)	2.9	5	1	-2.0	-0.8	-0.2
36	Cc1cccc(C(=O)N2CCN=C2SCc2ccc([N+](=O)[O-])cc2)c1	-0.1	-7	-3	-1.4	-0.8	1.5

item	PG9 binder	sPLA2-III inh	hgDAF-12 ag	ssDAF12 agonist	NR1D1 modulator
25	0.0	-4	-1.7	-1.2	-9
26	-0.7	-43	3.3	-0.7	9
27	-0.4	-9	-0.3	-0.9	3
28	-0.2	12	-0.9	-1.5	0
29	-1.8	5	1.1	-1.5	-5
30	-1.7	10	9.4	-0.6	-10
31	-1.5	-6	-1.3	-1.2	1
32	0.6	3	0.7	-0.8	-2
33	-0.4	-8	-1.0	0.4	4
34	-2.0	12	-0.6	-1.4	-22
35	3.5	3	1.0	-1.1	0
36	-1.2	-1	2.3	-2.2	-4

The listing continues.
item	smiles	FXN GAA850 act	PLC-beta3 inh	SMARCA2 act	hcDAF12 agonist	DAX1 inh-1	DAX1 inh-2
37	O=C(O)CC(NC(=O)Cc1ccc([N+](=O)[O-])cc1)c1ccc2c(c1)OCO2 (stereo unspecified)	0.9	2	-1	-0.7	0.1	4.4*
38	O=C(O)C1OCC2(CO1)COC(C(=O)O)OC2 (stereo unspecified)	-2.2	-21	5	-1.2	-0.8	1.6
39	CCc1ccccc1NC(=O)CCC(=O)c1cccs1	-1.1	-8	4	1.4	-0.9	0.1
40	CC(OC(=O)Cn1cnc2ccccc2c1=O)C(=O)NCc1ccccc1 (stereo unspecified)	-0.1	1	0	0.4	-0.2	-0.6
41	O=S(=O)(Nc1ccon1)c1ccc(F)c(F)c1	2.1	-13	1	-0.5	1.7	1.2

item	PG9 binder	sPLA2-III inh	hgDAF-12 ag	ssDAF12 agonist	NR1D1 modulator
37	-3.0	-5	-0.7	-0.4	0
38	-1.4	-2	1.7	-1.3	0
39	0.8	0	-2.5	-1.2	-2
40	1.6	4	1.1	-0.5	-11
41	-2.0	-2	2.4	-0.3	0
